From PubChem
RGS7-Gao reg = modulates binding of RGS7 to human Galphao. P09471. 220,000 tested, 0.35% active. binding response (% of control), % at 10 µM. Multiplexed bead flow cytometry; actives lie on both sides; in the data active = binding response below about 49% or above about 150%; inconclusive = no clear call, values can overlap the other calls; inactive = in between;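 also: fluorescent Galphao held in activated GDP-AlF4 state binding bead-coupled RGS7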
Bcl-W Bim block = human Bim-Bcl-W interaction inhibition; Q92843; bead-based flow cytometry, Bim peptide-Bcl-W binding; inhibition, % at 10 µM; 190,000 tested, 0.02% active; AID 952;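 also: 0% = bound tracer without compound and 100% = peptide blocker; higher means less fluorescent Bim peptide bound to Bcl-W beads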
Target sequence (Q92843 whole entry, looked up): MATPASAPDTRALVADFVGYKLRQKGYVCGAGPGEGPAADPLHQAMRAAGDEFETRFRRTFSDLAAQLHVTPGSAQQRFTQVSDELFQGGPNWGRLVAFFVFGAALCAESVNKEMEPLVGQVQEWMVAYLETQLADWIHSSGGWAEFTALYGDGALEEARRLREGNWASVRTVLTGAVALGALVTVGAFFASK
RGS4-Gao reg = human RGS4-Galphao interaction regulation; P09471; Multiplexed bead flow cytometry, RGS4-Galphao binding; actives lie on both sides; binding response (% of control), % at 10 µM; 220,000 tested, 0.33% active; AID 1415; in the data active = binding response below about 49% or above about 150%; inactive = in between;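 also: fluorescent Galphao activated with aluminum fluoride binding bead-coupled RGS4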
GSH bead fluor = GSH bead compound fluorescence profile. GSH beads flow cytometry, compound fluorescence 488/530 nm; active compounds read high. fluorescence (KMESF) at 10 µM. 190,000 tested, 0.25% active. AID 1776; in the data active = fluorescence above about 89;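 also: glutathione beads carrying GST-tagged Bcl family fusion proteins plus one bare bead set; values are compound well signal with DMSO vehicle wells as background; inactives centre near 16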
Bim-Mcl-1 = human Bim-Mcl-1 interaction inhibition | Q07820 | Bead-based flow cytometry, Bim peptide-Mcl-1 binding | AID 1009 | 190,000 tested, 0.1% active | inhibition, % at 10 µM;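 also: 0% = no compound tracer wells and 100% = peptide blocker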
RGS8-Gao = regulators of human RGS8-Galphao interaction | AID 1423 | response (percent of control binding), % at 10 µM | multiplexed bead flow cytometry, RGS8-Galphao binding; actives lie on both sides | 220,000 tested, 0.34% active; in the data active = response below about 60% or above about 140%; inactive = in between;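 also: Galphao activated as the GDP aluminium fluoride complex binding bead-coupled RGS8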
Bcl-B Bim block = human Bim-Bcl-B interaction inhibition; bead-based flow cytometry, Bim peptide-Bcl-B binding; inhibition, % at 10 µM; 190,000 tested, 0.073% active; AID 951;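 also: 0% = tracer peptide without compound and 100% = reference inhibitor peptide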
Target sequence (Q9HD36 whole entry, looked up): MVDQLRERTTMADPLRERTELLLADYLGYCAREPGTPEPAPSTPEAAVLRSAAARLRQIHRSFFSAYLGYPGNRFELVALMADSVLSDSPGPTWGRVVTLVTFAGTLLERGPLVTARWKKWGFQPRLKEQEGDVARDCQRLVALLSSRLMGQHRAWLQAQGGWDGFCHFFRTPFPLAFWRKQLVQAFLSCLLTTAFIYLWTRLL
Bcl-2 Bim block = disrupts Bim peptide binding to human Bcl-2; 190,000 tested, 0.06% active; inhibition, % at 10 µM; Bead-based flow cytometry, Bim peptide-Bcl-2 binding; AID 950; P10415; in the data active = inhibition above about 40%; inconclusive = no clear call, values can overlap the other calls;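 also: 0% = no compound wells with probe peptide and 100% = reference peptide inhibitor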
Target sequence (P10415 whole entry, looked up): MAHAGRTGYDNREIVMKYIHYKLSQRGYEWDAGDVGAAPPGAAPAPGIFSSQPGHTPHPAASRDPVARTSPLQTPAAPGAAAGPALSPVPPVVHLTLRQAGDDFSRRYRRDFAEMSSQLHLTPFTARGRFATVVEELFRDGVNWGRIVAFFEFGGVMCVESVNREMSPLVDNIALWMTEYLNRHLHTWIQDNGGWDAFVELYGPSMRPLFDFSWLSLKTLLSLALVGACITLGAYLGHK
Mcl1 Bid PPI = Mcl-1/Bid interaction inhibition | Q07820 | TR-FRET Mcl-1/Bid-Dy647 peptide binding, 1536-well | inhibition, % at 21.7 µM | 220,000 tested, 0.97% active | AID 1021;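 active = compounds that cut the binding signal by more than half at the single screening dose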;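 also: His-tagged Mcl-1 with europium anti-His antibody binding Bid BH3 peptide; 0% = Mcl-1 plus peptide wells and 100% = peptide-only wells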
Bim-Bcl-XL = inhibitors of Bim-Bcl-XL interaction, human | Bim peptide-Bcl-XL binding, bead flow cytometry, fluorescence | inhibition, % at 10 µM | 190,000 tested, 0.04% active | Q07817
Target sequence (Q07817 whole entry, looked up): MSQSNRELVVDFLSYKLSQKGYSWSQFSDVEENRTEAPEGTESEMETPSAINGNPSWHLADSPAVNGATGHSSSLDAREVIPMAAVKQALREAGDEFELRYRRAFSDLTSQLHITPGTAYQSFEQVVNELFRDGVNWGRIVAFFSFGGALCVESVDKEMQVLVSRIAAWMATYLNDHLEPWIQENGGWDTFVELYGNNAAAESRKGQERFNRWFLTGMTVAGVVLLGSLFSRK
Bim-Bfl-1 = human Bim-Bfl-1 interaction inhibition; inhibition, % at 10 µM; Bead-based flow cytometry, Bim-Bfl-1 binding inhibition; 190,000 tested, 0.12% active; Q16548; AID 1008;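 also: 0% = wells without compound plus tracer and 100% = blocker peptide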
* marks the source's active call; other numbers are inactive results; ? = inconclusive. Rule as the data show it, unless noted: active = inhibition above about 40%. An unsorted share of the library, and some 1.8% of all compounds hit somewhere here.

SMILES	RGS7-Gao reg	Bcl-W Bim block	RGS4-Gao reg	GSH bead fluor	Bim-Mcl-1	RGS8-Gao	Bcl-B Bim block	Bcl-2 Bim block	Mcl1 Bid PPI	Bim-Bcl-XL	Bim-Bfl-1
FC(F)Oc1ccc(NC(=S)NCc2ccccc2)cc1	86.5	2.0	96.7	15	-3.0	94.1	3.0	3.0	-61.1	0.0	3.0
CCCCc1cc(=O)oc2c(CN(CC)CC)c(O)c(Cl)cc12	97.7	2.0	101.8	47	0.0	98.5	-6.0	-5.0	5.5	1.0	-8.0
CCOC(=O)c1ccc(N2C(=O)c3n[nH]c(C)c3C2c2ccccc2)cc1 (stereo not drawn)	97.8	3.0	99.7	7	0.0	100.2	-5.0	-1.0	-1.9	-3.0	-4.0
CCc1nnc(NC(=O)CSc2nnc(Cc3ccc(OC)cc3)o2)s1	100.6	4.0	99.4	13	0.0	96.3	-2.0	2.0	-16.4	0.0	2.0
CC(C)C12CN3CCN(CC(C3)/C1=N\NC(=O)Nc1ccccc1)C2	100.5	-3.0	101.9	10	-1.0	105.5	-2.0	-2.0	-21.3	-3.0	-6.0
Cc1cc(=O)n2nc(-c3ccccc3)sc2c1C#N	103.1	3.0	102.2	43	-25.0	103.4	-14.0	-11.0	-4.6	-7.0	-11.0
O=C(Cc1c(F)cccc1Cl)N1CCCC1	94.2	1.0	91.9	19	-2.0	96.5	0.0	-3.0	6.8	2.0	-1.0
Cn1cc(CN(CCO)Cc2cccs2)c(-c2ccccc2F)n1	?	7.0	101.2	8	13.0	100.4	28.0	30.0	-54.5	9.0	19.0
Cc1cc(Cl)c(S(=O)(=O)N2CCCC2)cc1OCC(=O)NC1CCCCC1	95.0	0.0	95.4	36	-1.0	97.1	-7.0	-7.0	-34.9	-5.0	-13.0
O=c1oc2ccccc2c(Nc2ccc(O)cc2)c1[N+](=O)[O-]	101.1	2.0	102.1	13	-1.0	98.4	0.0	-2.0	-14.1	-2.0	-1.0
COC(=O)c1cccc(NC(=O)CCNC(=O)c2ccc([N+](=O)[O-])cc2)c1	99.7	-2.0	101.3	5	-4.0	107.5	-6.0	-5.0	-0.2	-7.0	-2.0
COc1ccc(S(=O)(=O)N(CCc2ccccc2)CC(=O)O)cc1OC	100.7	0.0	102.8	23	0.0	102.6	1.0	2.0	-7.5	-2.0	0.0
CCOC(=O)c1sc(NCc2ccco2)c(-c2nc3ccccc3s2)c1N	106.1	-1.0	103.0	11	-2.0	102.3	-11.0	-12.0	-20.1	-4.0	-14.0
Cc1nc2cc(Nc3ccncc3)ccc2s1	103.2	5.0	101.6	19	14.0	101.7	0.0	4.0	-30.5	2.0	2.0
CCCN1C2=NCCN2c2ccccc21	99.8	3.0	98.1	25	0.0	95.8	1.0	-1.0	1.1	1.0	1.0
Cn1ccs/c1=N\S(=O)(=O)c1ccc(Br)cc1	103.9	-1.0	104.8	17	-2.0	105.9	-2.0	-4.0	-0.3	-1.0	-1.0
COc1ccc2c(c1)CC/C(=C/c1ccco1)C2=O	104.6	-5.0	102.4	10	0.0	105.4	-4.0	2.0	-70.7	-3.0	1.0
Cc1cccn2c(=O)c(/C=N/O)c(N3CCCC3)nc12	93.6	-1.0	95.7	11	0.0	98.4	3.0	-3.0	-20.5	-3.0	-1.0
COC(=O)c1c(NC(NC(C)=O)C(Cl)(Cl)Cl)sc2c1CCCC2 (stereo not drawn)	105.7	-1.0	103.9	16	-3.0	99.7	-21.0	-5.0	-20.9	-7.0	-6.0
CC1CCCCC1NC(=O)C1CCCN1S(=O)(=O)c1cccc2nsnc12 (stereo not drawn)	98.4	2.0	100.8	12	1.0	99.9	-6.0	-7.0	-7.7	-1.0	-10.0
c1ccc(CSc2ccc(-c3cccnc3)nn2)cc1	100.5	-2.0	98.8	24	0.0	98.8	-3.0	1.0	-14.7	-1.0	-2.0
c1ccc2c(c1)nc(NCc1ccc3c(c1)OCO3)n2CCN1CCOCC1	98.8	1.0	100.3	11	0.0	100.6	-2.0	-4.0	-32.4	-1.0	-9.0
Cn1c(=O)c2c(nc(CN3CCCCC3)n2CCc2ccccc2)n(C)c1=O	96.1	-2.0	95.4	13	-2.0	93.9	-6.0	2.0	-3.5	-6.0	3.0
CC(=O)c1ccc(-n2nnnc2SCC(=O)NNC(=O)c2ccco2)cc1	104.1	1.0	102.9	29	1.0	100.4	2.0	-2.0	-6.9	0.0	-2.0
O=C(NNC(=O)C1CCN(Cc2ccc(F)cc2Cl)CC1)Nc1ccc([N+](=O)[O-])cc1	99.0	-3.0	99.3	18	0.0	101.3	-3.0	-2.0	-22.6	-1.0	-5.0
NS(=O)(=O)c1ccc(CCNC(=O)CCCn2c(SCC(=O)N3CCCC3)nc3ccsc3c2=O)cc1	98.7	-4.0	104.2	66	0.0	102.7	-2.0	0.0	-14.3	0.0	0.0
CN(c1nnc(N)s1)C1CCCCC1	102.7	-7.0	94.0	12	-4.0	98.7	-12.0	0.0	-15.1	-5.0	0.0
Cc1ccc2c(c1)C1CN(C)CCC1N2C(=O)COc1ccc(N(C)C(=O)c2ccccc2)cc1 (stereo not drawn)	101.6	-1.0	103.5	16	-1.0	108.9	-7.0	-7.0	-15.9	-1.0	-9.0
Cc1cc(NC(=O)CSCc2nc(-c3cccc(F)c3)oc2C)no1	99.0	1.0	99.3	28	0.0	99.6	-8.0	-8.0	-9.7	0.0	-7.0
CCn1nc(C)c(/C=N/NC(=O)Cn2nccc2C)c1C	98.9	-3.0	102.2	13	2.0	99.5	-4.0	-1.0	-3.3	-2.0	-14.0
O=C(c1ccc([N+](=O)[O-])c(CS(=O)(=O)c2ccc(Cl)cc2)c1)N1CCCC1	92.7	0.0	92.6	11	-3.0	82.7	-5.0	-3.0	2.7	-2.0	-1.0
CC(=O)c1ccc(NC(=O)c2ccc(C)c(Br)c2)cc1	92.4	-1.0	98.4	18	-1.0	92.9	-3.0	0.0	2.1	0.0	-1.0
COc1ccc(Cl)cc1NC(=O)C(=O)NC1CCCCCC1	95.2	4.0	99.8	53	0.0	99.6	-5.0	-5.0	-18.5	-1.0	-13.0
Cc1ccc(C)c(-n2ccnc2SCC(N)=O)c1	?	0.0	103.1	20	-2.0	101.9	-2.0	-2.0	-22.0	-1.0	-6.0
CCC(=O)N(Cc1cc2ccccc2[nH]c1=O)C(C)C	97.5	-1.0	98.6	30	0.0	98.2	-6.0	-11.0	10.8	-5.0	-14.0
CCc1ccc(C2=NN(CCC(=O)NC3CC3)C(=O)CC2)cc1	100.8	-5.0	101.5	10	-4.0	101.5	-8.0	-6.0	-2.3	-6.0	-17.0
O=C(Nc1nc2cc(Cl)ccc2s1)C1CCCN(S(=O)(=O)c2cccc3cccnc23)C1 (stereo not drawn)	96.5	3.0	101.6	25	-1.0	96.6	-3.0	0.0	-11.2	0.0	2.0
Cc1cc(O)cc(=O)n1Cc1ccco1	90.0	-3.0	90.2	33	-4.0	104.3	-9.0	-10.0	-7.4	-13.0	-19.0
CN(Cc1ccco1)C(=O)c1c[nH]c2ccc(S(=O)(=O)Nc3ccc4c(c3)OCCO4)cc2c1=O	93.8	-1.0	90.5	28	-3.0	81.8	-3.0	0.0	-8.2	-3.0	2.0
CC1(C)CC(=O)C2=C(C1)N(c1ccccc1)C(N)=C(C#N)C2c1ccsc1 (stereo not drawn)	105.6	-4.0	104.7	27	-2.0	99.4	-2.0	-3.0	-16.6	-7.0	3.0

2 entries drawn at random from the list so far:
SMILES	RGS7-Gao reg	Bcl-W Bim block	RGS4-Gao reg	GSH bead fluor	Bim-Mcl-1	RGS8-Gao	Bcl-B Bim block	Bcl-2 Bim block	Mcl1 Bid PPI	Bim-Bcl-XL	Bim-Bfl-1
NS(=O)(=O)c1ccc(CCNC(=O)CCCn2c(SCC(=O)N3CCCC3)nc3ccsc3c2=O)cc1	98.7	-4.0	104.2	66	0.0	102.7	-2.0	0.0	-14.3	0.0	0.0
CC(=O)c1ccc(NC(=O)c2ccc(C)c(Br)c2)cc1	92.4	-1.0	98.4	18	-1.0	92.9	-3.0	0.0	2.1	0.0	-1.0

More compounds.
SMILES	RGS7-Gao reg	Bcl-W Bim block	RGS4-Gao reg	GSH bead fluor	Bim-Mcl-1	RGS8-Gao	Bcl-B Bim block	Bcl-2 Bim block	Mcl1 Bid PPI	Bim-Bcl-XL	Bim-Bfl-1
CC(=O)c1ccc(O)c(CSC2=NCCS2)c1	104.4	5.0	99.3	11	4.0	101.8	1.0	5.0	-15.5	0.0	6.0
CC(=O)OC1OCCOC1NC(=S)Nc1cccc(C(F)(F)F)c1 (stereo not drawn)	101.8	-3.0	99.2	17	-3.0	101.3	-6.0	-1.0	-42.5	-3.0	-5.0
O=C(CN1C(=O)C2CCCCC2C1=O)OCc1nnc(-c2ccccc2)o1 (stereo not drawn)	99.5	0.0	100.5	16	-1.0	103.0	-5.0	-3.0	-0.2	-4.0	-6.0
CCc1ccc2[nH]c(=O)c(C(c3nnnn3CCOC)N3CCN(c4ccc(F)cc4)CC3)cc2c1 (stereo not drawn)	99.0	0.0	99.5	11	-1.0	105.0	1.0	0.0	-19.0	-1.0	0.0
COC(=O)c1[nH]c2ccccc2c1NC(=O)Oc1ccccc1	111.6	-1.0	112.5	8	-2.0	104.3	-2.0	0.0	-54.4	0.0	0.0
Cc1cccc(Cn2c(C(C)O)nc3ccccc32)c1 (stereo not drawn)	100.6	-2.0	99.4	8	-1.0	100.2	0.0	-3.0	-27.1	-1.0	-7.0
CCOc1ccc(-c2nc(C#N)c(N3CCN(C)CC3)o2)cc1	100.8	-2.0	101.3	30	-3.0	99.4	-2.0	-3.0	-2.3	-2.0	-1.0
CCOC(=O)c1c(NC(=O)CSc2nnc(Cc3csc(N)n3)n2C)sc(C)c1C	95.9	-2.0	101.2	42	-1.0	101.4	-10.0	-8.0	1.6	-22.0	-10.0
C=CCn1c(SCC(=O)NCC)nnc1-c1cc2c(s1)CCC(CC)C2 (stereo not drawn)	100.9	-2.0	103.3	12	-3.0	103.8	-5.0	-1.0	-0.8	-6.0	-3.0
CN(C)C(=O)c1ccccc1Sc1ccc(Cl)cc1Cl	99.5	-4.0	98.5	29	-6.0	103.0	-8.0	-15.0	-17.0	-7.0	-18.0
Cc1cc(C)n2nc(C(=O)N/N=C/c3ccccc3Cl)nc2n1	89.0	-1.0	95.9	11	0.0	83.9	-4.0	0.0	-6.5	-3.0	-4.0
Cc1nn(Cc2ccccc2Cl)c(C)c1NC(=O)c1ccn(C)n1	83.5	-3.0	83.5	9	-2.0	90.0	-5.0	0.0	-52.6	-1.0	-1.0
COC(=O)c1ccc(CO/N=C(\NC(C)=O)c2nonc2NC(C)=O)cc1	101.6	-8.0	100.9	11	-7.0	100.5	-14.0	-14.0	-37.0	-10.0	-16.0
Cc1ccc(S(=O)(=O)c2cc(C#N)c(=O)[nH]c2N)cc1	102.6	3.0	102.6	32	-1.0	98.0	-3.0	-6.0	-5.5	0.0	-8.0
O=C(NCCC(=O)N1CCNC1=O)OCc1ccccc1	94.6	0.0	94.4	13	23.0	89.5	7.0	3.0	-7.6	-2.0	1.0
Cc1ccc(C)c(N2CCN(C(=O)Cc3ccc(-n4c(=O)[nH]c5ccsc5c4=O)cc3)CC2)c1	102.4	-1.0	101.8	6	0.0	99.2	-2.0	2.0	-16.2	-2.0	0.0
CCCCNC(=O)N(CC)c1c(N)n(Cc2ccccc2)c(=O)[nH]c1=O	?	-1.0	102.6	17	-5.0	100.9	-8.0	-6.0	-4.1	-2.0	-7.0
